High-throughput results: PubChem BioAssay, several laboratories
DYRK1A inh: inhibitors of rat Dyrk1A kinase | ADP-Glo luminescence, NFATc1 peptide | inhibition, % at 12.5 µM | 310,000 tested, 0.43% active | AID 504441; in the data active = inhibition above about 50%;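 also: plate controls were vehicle with enzyme for no effect and no enzyme for full effect; many of its hits are not listed in these tables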
aSyn UTR inh: 5' untranslated region of α-synuclein, MLPCN primary screen; alpha-synuclein 5'UTR reporter, inhibitor activity; inhibition, % (tested at 7.5 µM); 300,000 tested, 0.82% active; AID 1813; in the data active = inhibition above about 60%;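 also: H4 neuroglioblastoma cells stably carrying SNCA 5'UTR luciferase fusion; 0% = DMSO wells and 100% = positive control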
HSF1 inh: HSF1 inhibition | NIH3T3-HGL HSE-luciferase, MG132-induced, luminescence 8 h; stronger effect = lower value | activity change, negative = inhibition, % at 7.5 µM (by protocol) | 300,000 tested, 0.77% active;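 active = more than half of replicate wells show activity change below -50%, luminescence cut by over half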;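 also: luciferase reports HSF-1 transcriptional activity via heat shock element; 0% = median of DMSO wells and -100% = zero luminescence signal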
GSK3 alpha inh: inhibitors of human GSK-3 alpha kinase. P49840. ADP-Glo luminescence, 60 min. inhibition, % at 10 µM. 320,000 tested, 0.1% active;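 in the data active = inhibition above about 50%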;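 also: GST-tagged GSK-3 alpha with peptide substrate and 25 µM ATP; 0% = DMSO neutral wells and 100% = GW8510 positive control wells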
Target sequence (P49840 whole entry, looked up): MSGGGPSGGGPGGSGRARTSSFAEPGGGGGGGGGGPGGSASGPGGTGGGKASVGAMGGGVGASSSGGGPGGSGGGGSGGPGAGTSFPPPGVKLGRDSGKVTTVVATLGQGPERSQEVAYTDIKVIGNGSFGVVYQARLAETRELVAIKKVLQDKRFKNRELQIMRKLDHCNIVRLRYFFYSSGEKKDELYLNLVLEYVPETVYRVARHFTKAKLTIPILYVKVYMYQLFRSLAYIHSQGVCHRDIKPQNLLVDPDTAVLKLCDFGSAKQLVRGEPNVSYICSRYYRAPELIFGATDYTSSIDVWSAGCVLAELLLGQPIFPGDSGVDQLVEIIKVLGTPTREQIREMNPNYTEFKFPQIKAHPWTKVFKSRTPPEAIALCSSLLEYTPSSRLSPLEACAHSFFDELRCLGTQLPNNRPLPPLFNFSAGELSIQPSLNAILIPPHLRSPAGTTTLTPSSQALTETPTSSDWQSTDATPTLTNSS
HSP90 inh: blocks HSP90-mediated luciferase refolding in reticulocyte lysate; Rabbit reticulocyte lysate, luciferase refolding luminescence, 3 h; inhibition, % at 5.6 µM; 290,000 tested, 0.91% active;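 active = inhibition above the screen-wide mean plus 3 SD, computed separately per campaign, cut at about 16% in these data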;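 also: 0% = DMSO wells and 100% = 60 µM geldanamycin wells; inhibitors lower the luminescence because luciferase stays unfolded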
IEC-6 tox: IEC-6 cytotoxicity, counter-screen for KLF5 inhibitors | luminescence viability | inhibition, % at 5 µM | 290,000 tested, 0.78% active; in the data active = inhibition above about 22%;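 also: 0% = plate median of test compound wells and 100% = cytotoxic reference compound wells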
HSF1 activator: increases HSF-1 driven luciferase reporter signal; activation, % at 9 µM; AID 504408; NIH3T3-HGL HSF-1 luciferase reporter, MG132, 8 h; 100% = twice DMSO control signal; 300,000 tested, 1.7% active;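 active = mean replicate activation of at least 50% with a set share of replicates each reaching 50%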;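 also: 0% = median of the neutral control wells and 100% = twice that signal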
Platelet DG rel: modulates dense granule release in human platelets; human platelet-rich plasma, SFLLRN dense granule ATP release, luminescence; 300,000 tested, 0.22% active; inhibition, %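 (compounds screened at 7.5 µM in platelet-rich plasma)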; AID 1663;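 active = mean replicate score, as percent of positive control, at or above 50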
GSK3B inh: blocks human GSK3beta kinase activity | P49841 | GST-GSK3beta kinase, ADP-Glo luminescence, 60 min; stronger effect = lower value | activity score (negative = inhibition), % at 10 µM | 300,000 tested, 0.038% active | AID 2097;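 active = more than half of replicate wells score below -50%, meaning over 50% inhibition versus plate controls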;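 also: 0% = median DMSO wells and -100% = median GW8510 positive control wells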
Target sequence (P49841 whole entry, looked up): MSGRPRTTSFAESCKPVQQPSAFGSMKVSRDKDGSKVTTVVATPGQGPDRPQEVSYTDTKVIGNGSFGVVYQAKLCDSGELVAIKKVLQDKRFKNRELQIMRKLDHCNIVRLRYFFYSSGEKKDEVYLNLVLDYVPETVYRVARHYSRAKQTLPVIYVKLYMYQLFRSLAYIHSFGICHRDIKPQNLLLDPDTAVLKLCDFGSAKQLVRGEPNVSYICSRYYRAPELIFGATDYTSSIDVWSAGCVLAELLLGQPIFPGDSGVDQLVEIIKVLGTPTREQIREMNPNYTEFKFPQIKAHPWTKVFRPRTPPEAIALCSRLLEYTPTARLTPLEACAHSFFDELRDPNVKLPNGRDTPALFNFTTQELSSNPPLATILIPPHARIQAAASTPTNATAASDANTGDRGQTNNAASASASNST
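Assay system: GST-tagged human GSK3beta kinase, cell-free; Input: 1.6 ng GSK3beta; Medium: Tris/MgCl2 kinase buffer; Timing: 60 min enzyme reaction, room temperature; Signal: ADP-Glo luminescence quantifying ADP generated by kinase; Evaluation: score relative to plate controls; Benchmarks: DMSO neutral wells and GW8510 at 20 µM as positive.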
KLF5 inh: inhibitors of KLF5 expression; 290,000 tested, 0.23% active; AID 1700; DLD-1 KLF5 promoter-luciferase reporter, luminescence; inhibition, % at 5 µM;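 active = inhibition above a per-plate limit of that plate's mean compound inhibition plus 3 SD, cut at about 60% in these data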;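 also: 0% = DMSO wells and 100% = LY294002 at 200 µM; higher means less KLF5 promoter-driven luciferase light; inactives centre near -14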
Active calls of the source: *; . = no result given. Some of the compounds tested (hit frequency here may not be typical).

Preview (3 entries):
SMILES	DYRK1A inh	aSyn UTR inh	HSF1 inh	GSK3 alpha inh	HSP90 inh	IEC-6 tox	HSF1 activator	Platelet DG rel	GSK3B inh	KLF5 inh
COc1cccc(N=c2oc3ccc(OC)cc3cc2-c2nc3ccccc3[nH]2)c1	-3	-36	28	0	-1	2	54*	6	3	-45
COC(=O)C1CN(C(=O)c2ccc(OC(F)F)cc2)c2ccccc2O1 (stereo unspecified)	8	-4	-6	0	-4	-6	-6	1	0	-9
COc1ccccc1N1CCN(C2CCCN(C(=O)c3cc(C)oc3C)C2)CC1 (stereo unspecified)	0	-8	-1	.	2	6	1	-1	3	-20

Main list, from the start:
SMILES	DYRK1A inh	aSyn UTR inh	HSF1 inh	GSK3 alpha inh	HSP90 inh	IEC-6 tox	HSF1 activator	Platelet DG rel	GSK3B inh	KLF5 inh
COc1cccc(N=c2oc3ccc(OC)cc3cc2-c2nc3ccccc3[nH]2)c1	-3	-36	28	0	-1	2	54*	6	3	-45
COC(=O)C1CN(C(=O)c2ccc(OC(F)F)cc2)c2ccccc2O1 (stereo unspecified)	8	-4	-6	0	-4	-6	-6	1	0	-9
COc1ccccc1N1CCN(C2CCCN(C(=O)c3cc(C)oc3C)C2)CC1 (stereo unspecified)	0	-8	-1	.	2	6	1	-1	3	-20
O=C(CCCSc1nc(-c2ccco2)cc(C(F)(F)F)n1)NCC1CCCO1 (stereo unspecified)	11	18	5	-2	4	5	-12	9	4	-15
Cc1cccc(C)c1NC(=O)CN1C(=O)COc2ccccc21	-4	-8	-2	-1	7	2	7	1	4	-10
COc1ccccc1N1CCN(C(=O)c2cc(-c3cccc(Cl)c3)on2)CC1	-2	2	-7	-1	-1	-3	4	-12	1	6
CC1(C)CC(=O)C2=C(C1)NC(SCC(=O)Nc1ccccc1)=C(C#N)C21CCCCC1	-3	-9	9	-1	11	-4	6	4	0	2
CCOc1ccc2nc(SCC(=O)N3CCCCCC3)c(C#N)cc2c1	17	-6	13	-4	1	6	-1	3	-2	11
CC(=O)NC(CC(=O)Nc1nc(C)cs1)c1ccccc1 (stereo unspecified)	0	-4	3	-6	7	-3	-7	-3	4	2
CC/C(O)=N\S(=O)(=O)c1ccc(N=NN(C)C)cc1	-5	-15	2	-4	-2	5	-9	1	7	-13
CCOc1ccc(CCNC(=O)C2CSC3(C)CCC(=O)N23)cc1OCC (stereo unspecified)	4	-26	-4	-3	3	-10	21	-5	2	-6
S=C(Nc1cccnc1)Nc1ccccn1	4	-17	3	-3	5	10	20	3	-1	-26
COc1ccc(/C=C/c2nc(-c3ccccc3)cc(=O)[nH]2)cc1	-6	6	3	-1	5	8	4	1	3	3
CC(=O)/C=N/Nc1ccccc1	-2	10	-7	2	2	-7	26	2	2	4
O=C(N/C(=C\c1cccnc1)C(=O)N1CCOCC1)c1ccco1	-6	-22	10	-3	1	5	7	-6	-1	12
COC(=O)c1ccc(CNC(=O)Cn2cnnn2)cc1	-2	12	3	-1	1	2	-3	8	-5	2
Cc1cc(C)nc(SCC(=O)N2CCC(C(N)=O)CC2)n1	3	6	1	-4	6	-3	9	-6	2	-30
COc1ccccc1N1C(=O)c2ccccc2NC1c1cc(OC)c(OC)c(OC)c1 (stereo unspecified)	-1	-5	5	-4	-3	0	22	0	3	-22
NNC(=O)/C(=C\c1ccc(Br)cc1)NC(=O)c1cccs1	.	-29	8	-1	-1	8	-1	2	-3	-10
Cc1ccc2cc3cc(C(=O)NCCN4CCOCC4)oc3nc2c1	0	14	-7	-2	-1	6	-5	5	1	-17
O=C(NCc1cccnc1)c1sc2ccccc2c1Cl	19	-12	3	0	-1	-5	19	-33	-2	3
N#CC(C#N)=Cc1ccc(NC(=O)c2ccc(Br)cc2)cc1	8	-153	8	-5	-1	0	11	-13	1	-79
CC1(C)CC(=O)c2sc(NC(=O)C3CC3)nc2C1	4	-12	-3	-1	0	4	-6	0	3	-35
Cc1ccc(/C(N)=N/OC(=O)CCC2CCCCC2)cc1	-2	-49	6	-2	-2	-3	26	-6	-1	8
Cc1ccc2c(C)nc(N/C(N)=N/S(=O)(=O)c3ccccc3)nc2c1	-4	-34	1	-2	4	3	-8	-8	-2	-31
CC1CN(C2CCN(C(=O)COc3ccc(Cl)cc3)CC2)CC(C)O1 (stereo unspecified)	-3	4	3	1	-2	3	19	1	-1	-11
COc1ccc(OC)c(S(=O)(=O)Nc2ccc(OCC(=O)O)cc2)c1	-2	-13	-4	-2	0	-3	8	17	2	11
CS(=O)(=O)N1CCN(c2ccc([N+](=O)[O-])c3cccnc23)CC1	0	15	-2	0	-3	-5	-14	2	-1	-19
COc1ccccc1CNS(=O)(=O)c1ccc2c(c1)oc(=O)n2C	-8	-6	2	-2	.	.	-17	7	-1	.
O=C(Nc1ccc(S(=O)(=O)N2CCOCC2)cc1)c1ccc([N+](=O)[O-])cc1Cl	-1	3	-3	-2	-3	3	3	0	-1	-27
O=S(=O)(Nc1cccc(-c2cn3cccnc3n2)c1)c1ccc(Cl)cc1	-1	20	5	-1	-1	5	8	-7	2	-7
C(#CC1CCCCC1)c1ccc2c(c1)COc1c3ccccc3nn1-2	-8	17	-5	-2	.	.	-11	19	0	.
CCc1ccc(NC(=O)CSc2nc3ncc(Br)cc3[nH]2)cc1	-8	8	-4	-4	-5	8	11	6	7	-17
Cc1ccc(C(=O)N2CCN(Cc3ccccc3)CC2)o1	1	10	-2	1	1	-5	-1	7	-3	-4
CCOC(=O)C1CCN(C2CCN(C(=O)c3oc4c(C)c(C)ccc4c3C)CC2)CC1	-4	-25	6	1	-2	1	26	-1	5	-89
Clc1ccc(CNCCCSc2ncccn2)cc1Cl	-2	-8	6	4	10	5	13	10	-3	-30
Cc1cccc(NC(=O)C2CCN(c3ncnc4c3nc3n4CCCCC3)CC2)n1	0	-11	2	0	2	-10	30	-8	1	-26
CC(C)=CCN1CCN(Cc2nc(-c3ccc(F)cc3)cs2)CC1CCO (stereo unspecified)	-5	-33	0	.	4	6	-1	5	3	-3
COc1ccc(N2C(=O)CC(Cc3ccccc3OC)C2=O)cc1 (stereo unspecified)	4	-9	4	1	-3	-2	6	-6	1	-20
O=C(c1cc(Br)ccc1Cl)N1CCN(c2ncccn2)CC1	-3	0	-8	-3	-3	2	1	13	1	-21

Single values from the list:
In KLF5 inh, COc1ccc(N2C(=O)CC(Cc3ccccc3OC)C2=O)cc1 (stereo unspecified) has the entry -20
In DYRK1A inh, CCc1ccc(NC(=O)CSc2nc3ncc(Br)cc3[nH]2)cc1 has the entry -8
In IEC-6 tox, O=S(=O)(Nc1cccc(-c2cn3cccnc3n2)c1)c1ccc(Cl)cc1 has the entry 5

(list continues)
SMILES	DYRK1A inh	aSyn UTR inh	HSF1 inh	GSK3 alpha inh	HSP90 inh	IEC-6 tox	HSF1 activator	Platelet DG rel	GSK3B inh	KLF5 inh
CCc1ccc(CCC(=O)Nc2ccccc2C(=O)O)o1	4	-85	9	-6	4	-1	9	6	5	-148
Cc1ccc(C)c(OCC(=O)NNC(=O)C2CC2)c1	-3	-11	3	2	-1	-1	-20	-10	1	-6
Clc1cccc(CSc2nnc(-c3ccccn3)n2Cc2ccco2)c1	-4	-1	24	-1	5	10	29	-2	2	-10
CC(OC(=O)CCc1nc2ccccc2[nH]c1=O)c1ccccc1 (stereo unspecified)	7	15	0	-2	-3	-6	11	3	1	-6
Cc1ccc(C(=O)COc2ccccc2C(=O)Nc2ccccc2)cc1	.	39	1	-2	2	2	11	-1	0	-26
COc1ccc(C(=O)NCC(=O)N2CCc3ccccc3C2)cc1	0	9	3	0	5	7	27	-3	-5	-17
O=C(CSC1=NC(=O)C(c2ccccc2)C(=O)N1)Nc1ccccc1Cl (stereo unspecified)	4	12	-3	5	6	0	-5	7	2	-16
CCOc1ccc(NC(=O)C2CC(=O)N=C(N)S2)cc1 (stereo unspecified)	-1	-9	-2	-1	0	-4	14	4	1	-10
CC1(C)CC(=O)C2=C(C1)OC(N)=C(C#N)C2Cc1ccccc1 (stereo unspecified)	-7	-10	0	0	0	-6	2	5	6	8
CS(=O)(=O)c1ccc(C(=O)NCC(c2ccco2)N2CCCCC2)cc1 (stereo unspecified)	-8	23	-11	0	2	0	-9	22	3	-17
CC1(C)CC(=O)C2=C(C1)N(c1ccccc1)C(N)=C(C#N)C2c1ccccc1 (stereo unspecified)	-4	4	9	-1	0	0	12	1	3	-29
CCCc1cc(N2CCCC(C(=O)Nc3c(OC)cccc3OC)C2)n2ncnc2n1 (stereo unspecified)	14	27	12	-1	-5	4	0	8	.	-7
O=C(CN1CCOCC1)NNc1c2ccccc2nc2ccccc12	2	-1	3	2	-6	-2	18	-3	1	-46
CC(C)NC(=O)c1ccc2c(c1)N(CC(=O)NC1CCCCC1)C(=O)C(C)(C)O2	-7	1	-2	.	3	2	6	1	4	0
COc1ccc(NC(=O)C(=O)N/N=C(\C)CC(=O)Nc2ccccn2)c(OC)c1	.	-6	0	0	-2	0	9	7	2	-28
COc1ccc(CCNC(=O)c2ccco2)cc1OC	-8	4	-7	-1	-2	-2	13	5	2	-23
NC(=O)c1nsc(C(=O)N(c2cccc(F)c2)C(C(=O)NCC2CCCO2)c2c[nH]c3ccccc23)c1N (stereo unspecified)	1	5	8	2	0	-4	13	-10	-1	1
COc1ccccc1NC(=O)CCCCC(=O)Nc1ccccc1OC	3	5	-7	.	3	2	-1	-1	3	-10
CC(=O)n1cc([C@H]2C=C(C(N)=O)O[C@@H](OCc3ccc(CO)cc3)C2)c2ccccc21	13	6	-2	1	.	.	0	-3	0	.
CCC(=O)NCc1nc2ccccc2n1Cc1ccccc1F	-3	-6	-4	-4	-1	8	5	1	-2	-18
COc1cc(C(=O)Nc2ccc3c(c2)OCCO3)c(-n2cnnn2)cc1OC	3	3	-4	-1	2	1	1	1	-1	2
CCCCOC(=O)CCc1nc2ccccc2[nH]1	-4	-10	2	-4	0	4	-4	8	1	1
Cc1cc([N+](=O)[O-])cnc1NC(C)c1ccccc1 (stereo unspecified)	1	5	-3	-1	-5	4	1	0	0	-18
CN(C)S(=O)(=O)c1cccc(C(=O)NCC(=O)NC2CCN(Cc3ccccc3)CC2)c1	1	0	-6	2	-2	-1	9	-3	0	-14
CCN(CC)S(=O)(=O)c1ccc(NC2c3ncccc3C(=O)N2Cc2ccccc2)cc1 (stereo unspecified)	10	2	4	-3	0	-4	8	4	4	-18
Cc1cc(C)cc(N(C(=O)C2CCCC2)C2C=CS(=O)(=O)C2)c1 (stereo unspecified)	-1	11	-1	-1	3	6	-10	4	0	40
O=C(COC(=O)c1ccc2c(c1)C(=O)N(Cc1ccncc1)C2=O)Nc1cccc2ccccc12	10	7	-1	0	-4	0	5	-1	-1	1
CC(=O)N1N=C(c2cccc(Br)c2)OC12CCCC2	-3	-3	-1	0	6	3	12	-1	-3	-23
O=C(NC(=S)Nc1ccc(N2CCOCC2)cc1)c1ccco1	-2	-108	18	4	-3	-4	29	12	-1	-84
COc1ccc(/C=N/NC(=O)CNC(=O)C2COc3ccccc3O2)cc1OC (stereo unspecified)	-1	7	-3	0	0	1	6	3	1	-16
Cc1c(C(=O)OCC(=O)N(C)c2ccccc2)oc2ccccc12	3	-30	-2	0	1	1	-5	-18	0	-34
